PLC-beta3 inh: blocks human PLC-beta3 enzyme activity. AID 720704. inhibition, % at 12.2 µM. Q01970. actives 0.18% (n = 370,000). Purified PLC-beta3, fluorogenic substrate, fluorescence; in the data active = inhibition above about 11%;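 note: 0% = median of compound wells on plate and 100% = full blocker control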
ssDAF12 agonist: activates DAF-12 receptor from parasite S. stercoralis; HEK293 ssDAF-12/GRIP1 lit1-tk-luc reporter, luminescence; % of 3 µM dafachronic acid response; activation, % at 6.8 µM; actives 1% (n = 370,000); AID 652126;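 active = activation above the mean over all tested compounds plus 3 SD, cut at about 0.9% in these data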;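 note: 0% = DMSO-only wells and 100% = 3 µM delta7-dafachronic acid wells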
PG9 Ab binder: small molecules binding HIV-1 gp120 antibody PG9; inhibition, % at 6.7 µM; actives 0.43% (n = 360,000); AID 624416; TR-FRET gp120-PG9 antibody binding; in the data active = inhibition above about 8.5%
NR1D1 modulator: modulates human Rev-erb alpha binding to DNA; P20393; actives 0.79% (n = 370,000); Rev-erbα–FITC-DNA binding, fluorescence polarization, 90 min; activity, % at 10 µM;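 active = activity above about 14%, limit read from the data; passing the limit was not always enough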;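 note: 0% = DMSO wells with 35 nM protein and 100% = DMSO wells with 750 nM protein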
GAA850 FXN act: frataxin GAA850 promoter activation | actives 0.56% (n = 360,000) | HEK293 lucGAA850 FXN promoter luciferase reporter, 24 h; percent of 10 µM SAHA response | activation, % at 6 µM;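 active = activation above the average of all compounds screened plus 3 SD, cutoff fixed separately per campaign, cut at about 7.5% in these data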;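 note: 0% = DMSO wells and 100% = 10 µM SAHA wells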
sPLA2-III inh: Blocks human group III sPLA2 activity | Q9NZ20 | QFRET BODIPY PC-A2 liposome hydrolysis, fluorescence | inhibition, % at 12.2 µM | actives 0.56% (n = 370,000);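 active = inhibition above mean plus 3 SD of compounds lying within the high and low control bounds, cut at about 19% in these data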;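 note: 0% = median of test compound wells and 100% = no enzyme DMSO wells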
Target sequence (Q9NZ20 whole entry, looked up): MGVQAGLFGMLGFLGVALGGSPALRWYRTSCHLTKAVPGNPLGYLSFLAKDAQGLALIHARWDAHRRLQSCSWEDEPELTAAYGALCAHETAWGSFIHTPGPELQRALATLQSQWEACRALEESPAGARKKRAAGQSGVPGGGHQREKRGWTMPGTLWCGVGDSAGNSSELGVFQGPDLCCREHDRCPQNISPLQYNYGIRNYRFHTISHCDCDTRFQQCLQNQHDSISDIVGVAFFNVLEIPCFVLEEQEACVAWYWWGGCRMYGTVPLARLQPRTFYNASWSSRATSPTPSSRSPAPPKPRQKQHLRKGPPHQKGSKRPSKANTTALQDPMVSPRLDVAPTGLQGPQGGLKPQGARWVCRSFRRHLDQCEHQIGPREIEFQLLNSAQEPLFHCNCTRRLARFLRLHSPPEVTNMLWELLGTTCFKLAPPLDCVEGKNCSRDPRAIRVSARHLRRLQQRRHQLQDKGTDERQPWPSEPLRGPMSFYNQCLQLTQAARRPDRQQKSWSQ
DAX1 inh-1: inhibitors of DAX1 repression of SF-1 activated StAR promoter; AID 652010; HEK293T StAR-luciferase reporter, SF-1/DAX-1 repression relief; inhibition, % at 6.8 µM; actives 1.1% (n = 370,000);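 active = inhibition above the mean over all tested compounds plus 3 SD, cut at about 3.6% in these data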;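 note: 0% = DAX-1 cells with DMSO and 100% = cells lacking DAX-1 with DMSO; higher inhibition means more luminescence from relief of DAX-1 repression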
SMARCA2 act: increases SMARCA2 function in MMTV reporter cells. activation, % at 9.1 µM. AID 652017. MG213 cells, MMTV-luciferase reporter, dexamethasone, overnight. actives 1% (n = 370,000); in the data active = activation above about 7.8%;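 note: 0% = vehicle wells and 100% = reference activator wells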
hcDAF12 agonist: activators of H. contortus DAF-12 nuclear receptor | AID 652067 | HEK293 hcDAF-12 lit1-tk-luc reporter, luminescence; 0% DMSO, 100% Δ7-dafachronic acid | activation, % at 6.8 µM | actives 1.4% (n = 370,000);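 active = activation above the mean of all tested compounds plus 3 SD, cut at about 5.5% in these data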;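 note: 100% = response to 3 µM Δ7-dafachronic acid high control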
DAX1 inh-2: inhibitors of human orphan nuclear receptor DAX1 (NR0B1). HEK293 Gal4-DAX1 luciferase reporter, luminescence. inhibition, % at 6.75 µM. actives 0.99% (n = 340,000). AID 504766;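 active = inhibition above the mean over all tested compounds plus 3 SD, cut at about 4.2% in these data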;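 note: 0% = DAX1-transfected cells with DMSO and 100% = empty-vector control cells with DMSO; inhibition shows as a rise in luminescence from relieved DAX1 repression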
Target sequence (P51843 207-470 limits assumed): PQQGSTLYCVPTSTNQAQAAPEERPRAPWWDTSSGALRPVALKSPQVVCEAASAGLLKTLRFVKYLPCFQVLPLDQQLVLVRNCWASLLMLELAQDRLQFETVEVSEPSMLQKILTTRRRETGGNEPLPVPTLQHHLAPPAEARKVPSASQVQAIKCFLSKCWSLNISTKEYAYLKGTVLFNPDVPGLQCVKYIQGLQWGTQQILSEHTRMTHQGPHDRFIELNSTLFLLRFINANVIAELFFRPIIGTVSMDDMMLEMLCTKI
hgDAF12 agonist: activates the H. glycines DAF-12 receptor ligand-binding domain; HEK293 GAL4-hgDAF12 UAS-luciferase reporter, agonist luminescence; normalized to butyrate control; activation, % at 6.8 µM; actives 1.8% (n = 370,000); AID 687014;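 active = activation above a cutoff set at the mean of all screened compounds plus 3 SD, cut at about 10% in these data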;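 note: 0% = DMSO wells and 100% = sodium butyrate wells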
The depositor's hits bear a star; nt = not tested or not shown.

1	C/C(=N\NC(=S)Nc1cccc(C)c1)c1cc2ccccc2o1
2	Cc1cccc(C(=O)NC2CC(C)(C)NC(C)(C)C2)c1
3	Fc1ccc(CSc2nnc(-c3ccccn3)o2)cc1
4	CCOc1ccc(/C=N/NC(=O)C(O)c2ccccc2)c(O)c1 (configuration not stated)
5	Cc1cc(C)n2c(SCC(=O)Nc3ccc(F)cc3F)nnc2n1
6	O=c1[nH]c(SCc2c(Cl)cccc2Cl)nc2ccccc12
7	Cc1cccc(CN2CCN([C@@H]3CS(=O)(=O)N[C@H]3COCc3ccccc3)CC2)c1
8	S=C(Nc1ccc(Cl)c(Cl)c1)N1CCN(c2ccccn2)CC1
9	Cc1ccc(-n2ncc3c2CCCC3NC(=O)CCC2=NNC(=O)CC2)cc1C (configuration not stated)
10	NC(=O)C1=C[C@H](C2CCCCC2)C[C@H](OCc2ccc(CO)cc2)O1

| Screen / compound no. | 1 | 2 | 3 | 4 | 5 | 6 | 7 | 8 | 9 | 10 |
| --- | --- | --- | --- | --- | --- | --- | --- | --- | --- | --- |
| PLC-beta3 inh | -5 | 1 | -4 | -11 | -70 | -3 | -3 | -7 | -11 | -1 |
| ssDAF12 agonist | -0.3 | -1.0 | 0.5 | -0.5 | -1.9 | -0.8 | -0.5 | -0.7 | -1.2 | 0.6 |
| PG9 Ab binder | -2.8 | -1.4 | -0.1 | 0.2 | -0.7 | 2.9 | -0.3 | 1.8 | -2.6 | -1.9 |
| NR1D1 modulator | 4 | -4 | 2 | -2 | 3 | 1 | 6 | 8 | -3 | -3 |
| GAA850 FXN act | 3.0 | -0.9 | 2.9 | -0.7 | -1.7 | 0.3 | nt | 0.3 | 0.0 | 6.4 |
| sPLA2-III inh | 7 | -7 | 1 | -10 | -5 | 1 | -10 | 1 | 5 | -23 |
| DAX1 inh-1 | -0.5 | -0.1 | 1.5 | -0.8 | -0.3 | -0.1 | -0.6 | -0.1 | -0.3 | 2.4 |
| SMARCA2 act | 0 | 1 | 1 | -2 | -1 | -1 | -3 | -1 | -2 | 4 |
| hcDAF12 agonist | 4.0 | -0.6 | 1.4 | 0.6 | -0.6 | -1.7 | 0.6 | 4.3 | -2.2 | 5.3 |
| DAX1 inh-2 | -0.7 | 0.9 | 3.7 | -1.3 | 0.6 | -1.0 | nt | 0.8 | 0.3 | 2.2 |
| hgDAF12 agonist | 5.3 | -0.5 | 6.8 | 1.4 | 1.9 | -0.3 | 1.0 | 0.5 | 0.4 | 10 |

Laid out differently: 4 of the compounds above
no.	structure	PLC-beta3 inh	ssDAF12 agonist	PG9 Ab binder	NR1D1 modulator	GAA850 FXN act	sPLA2-III inh	DAX1 inh-1	SMARCA2 act	hcDAF12 agonist	DAX1 inh-2	hgDAF12 agonist
10	NC(=O)C1=C[C@H](C2CCCCC2)C[C@H](OCc2ccc(CO)cc2)O1	-1	0.6	-1.9	-3	6.4	-23	2.4	4	5.3	2.2	10
7	Cc1cccc(CN2CCN([C@@H]3CS(=O)(=O)N[C@H]3COCc3ccccc3)CC2)c1	-3	-0.5	-0.3	6	nt	-10	-0.6	-3	0.6	nt	1.0
8	S=C(Nc1ccc(Cl)c(Cl)c1)N1CCN(c2ccccn2)CC1	-7	-0.7	1.8	8	0.3	1	-0.1	-1	4.3	0.8	0.5
3	Fc1ccc(CSc2nnc(-c3ccccn3)o2)cc1	-4	0.5	-0.1	2	2.9	1	1.5	1	1.4	3.7	6.8

The list continues:
11	COc1ccc(/C=C/c2nnc(NC(C)=O)s2)cc1
12	COc1ccc(NC(=O)CCCN2C(=O)CN(C)C2=O)c(OC)c1
13	Cc1nn(Cc2ccc(C(=O)Nc3ccccc3C(F)(F)F)o2)c(C)c1Br
14	O=C(c1ccc(Cn2c(=O)[nH]c3ccccc3c2=O)cc1)N1CCN(c2ccc(Cl)cc2)CC1
15	CC(=O)Nc1ccc(OC(=O)c2cccnc2)cc1
16	CC(CSc1nnnn1-c1ccccc1)Cn1c(N2CCN(C)CC2)nc2c1c(=O)[nH]c(=O)n2C (configuration not stated)
17	Cn1c(N)c(C(=O)COC(=O)/C=C/c2ccc(Cl)cc2)c(=O)n(C)c1=O
18	CCn1c(SCc2nc3ccccc3c(=O)[nH]2)nnc1C(C)NC(=O)c1ccccc1 (configuration not stated)
19	CC(Sc1cccc[n+]1[O-])C(=O)Nc1cc(Cl)c(Cl)cc1Cl (configuration not stated)
20	CN(C)c1ccc(NC(=O)CCCCCn2nnc3ccccc3c2=O)cc1

| Screen / compound no. | 11 | 12 | 13 | 14 | 15 | 16 | 17 | 18 | 19 | 20 |
| --- | --- | --- | --- | --- | --- | --- | --- | --- | --- | --- |
| PLC-beta3 inh | -59 | -9 | 1 | 2 | 2 | -1 | -7 | 1 | -1 | -6 |
| ssDAF12 agonist | 0.4 | -1.2 | -1.9 | -1.1 | -0.7 | -0.9 | -1.9 | -0.7 | -0.7 | -0.9 |
| PG9 Ab binder | -0.7 | -0.4 | 1.6 | -0.8 | -1.6 | 0.5 | 0.5 | -1.2 | -1.3 | -5.1 |
| NR1D1 modulator | -4 | -3 | -3 | -2 | -6 | -4 | 0 | 3 | 1 | -2 |
| GAA850 FXN act | 4.1 | -0.8 | -0.9 | -0.6 | 0.2 | 2.5 | -0.6 | 1.6 | -0.4 | 1.6 |
| sPLA2-III inh | -1 | 2 | -2 | -6 | 6 | 7 | 0 | 3 | 6 | 8 |
| DAX1 inh-1 | 2.6 | -1.3 | -0.8 | -1.6 | 0.2 | -0.4 | -1.7 | 0.1 | -0.7 | 0.1 |
| SMARCA2 act | 5 | 0 | -2 | -3 | -7 | -3 | -1 | 1 | -3 | -2 |
| hcDAF12 agonist | 5.5 | -1.3 | -2.1 | -2.1 | 0.2 | -0.4 | 0.1 | 0.3 | 0.4 | -2.1 |
| DAX1 inh-2 | 2.2 | -0.1 | 0.1 | -1.3 | -0.2 | 0.7 | 0.2 | -0.1 | 0.6 | 0.1 |
| hgDAF12 agonist | 14* | -1.1 | -4.9 | 1.3 | 8.6 | 0.5 | 1.0 | -1.0 | 2.4 | 1.0 |

Profiles from above. Screens in order: PLC-beta3 inh	ssDAF12 agonist	PG9 Ab binder	NR1D1 modulator	GAA850 FXN act	sPLA2-III inh	DAX1 inh-1	SMARCA2 act	hcDAF12 agonist	DAX1 inh-2	hgDAF12 agonist
Record of `CC(CSc1nnnn1-c1ccccc1)Cn1c(N2CCN(C)CC2)nc2c1c(=O)[nH]c(=O)n2C` (configuration not stated) = -1	-0.9	0.5	-4	2.5	7	-0.4	-3	-0.4	0.7	0.5
Record of `CN(C)c1ccc(NC(=O)CCCCCn2nnc3ccccc3c2=O)cc1` = -6	-0.9	-5.1	-2	1.6	8	0.1	-2	-2.1	0.1	1.0
Record of `Cn1c(N)c(C(=O)COC(=O)/C=C/c2ccc(Cl)cc2)c(=O)n(C)c1=O` = -7	-1.9	0.5	0	-0.6	0	-1.7	-1	0.1	0.2	1.0

(continued)
21	O=C(CCn1c(=S)[nH]c2ccccc2c1=O)NCCSCc1ccccc1
22	O=C(Nc1ccc(C(=O)O)cc1)/C(=C\c1ccc(F)cc1)NC(=O)c1ccco1
23	CCOC(=O)N1CCC(NC(=O)c2oc3c(c2C)-c2[nH]ncc2CC3)CC1
24	CCC(=O)c1ccc(OCC(=O)N(CC)CC2COc3ccccc3O2)cc1 (configuration not stated)

| Screen / compound no. | 21 | 22 | 23 | 24 |
| --- | --- | --- | --- | --- |
| PLC-beta3 inh | -1 | -1 | -10 | -12 |
| ssDAF12 agonist | -1.3 | -0.9 | -1.5 | -1.3 |
| PG9 Ab binder | 0.0 | -2.1 | 1.2 | 2.2 |
| NR1D1 modulator | 3 | 1 | -1 | 6 |
| GAA850 FXN act | 1.6 | -1.4 | -2.1 | -1.3 |
| sPLA2-III inh | 9 | 5 | -1 | 3 |
| DAX1 inh-1 | -1.8 | 0.5 | -0.1 | -0.3 |
| SMARCA2 act | -3 | -1 | -2 | -3 |
| hcDAF12 agonist | -1.3 | -1.0 | -1.8 | -1.0 |
| DAX1 inh-2 | 0.2 | 0.5 | 0.5 | 0.1 |
| hgDAF12 agonist | 3.1 | -0.2 | -3.5 | 0.5 |

Screening data: PubChem, several laboratories
